STK33 kinase inh: human STK33 kinase inhibition; Q9BYT3; purified STK33, MBP phosphorylation, ADP-Glo luminescence; inhibition, % at 10 µM; 0.073% of 320,000 active;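 active means inhibition at or above 25%, using the most active replicate where run in duplicate; inactive means inhibition below 25%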
Target sequence (Q9BYT3 whole entry, looked up): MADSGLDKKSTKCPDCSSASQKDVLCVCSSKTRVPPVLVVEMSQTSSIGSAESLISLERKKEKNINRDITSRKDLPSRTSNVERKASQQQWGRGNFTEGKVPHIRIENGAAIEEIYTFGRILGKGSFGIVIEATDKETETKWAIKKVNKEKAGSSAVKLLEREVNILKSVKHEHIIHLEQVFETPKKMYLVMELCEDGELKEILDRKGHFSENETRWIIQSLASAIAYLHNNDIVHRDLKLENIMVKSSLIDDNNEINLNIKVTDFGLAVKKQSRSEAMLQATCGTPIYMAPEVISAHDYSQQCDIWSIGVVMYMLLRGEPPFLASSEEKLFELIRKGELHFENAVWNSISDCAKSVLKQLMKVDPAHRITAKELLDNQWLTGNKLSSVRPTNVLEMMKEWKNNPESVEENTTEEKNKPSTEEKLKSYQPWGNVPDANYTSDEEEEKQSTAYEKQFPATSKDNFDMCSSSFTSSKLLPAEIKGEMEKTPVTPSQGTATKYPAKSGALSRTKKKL
OX1R FRET antag: blocks the human orexin 1 receptor; O43613; OX1R-expressing cells, FRET antagonist read-out; inhibition, % at 6.6 µM; 1.8% of 330,000 active; in the data active means inhibition mostly above about 38%, no sharp cut-off; inactive means mostly below about 40%;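 further: 0% = agonist challenge alone and 100% = reference antagonist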
Target sequence (O43613 whole entry, looked up): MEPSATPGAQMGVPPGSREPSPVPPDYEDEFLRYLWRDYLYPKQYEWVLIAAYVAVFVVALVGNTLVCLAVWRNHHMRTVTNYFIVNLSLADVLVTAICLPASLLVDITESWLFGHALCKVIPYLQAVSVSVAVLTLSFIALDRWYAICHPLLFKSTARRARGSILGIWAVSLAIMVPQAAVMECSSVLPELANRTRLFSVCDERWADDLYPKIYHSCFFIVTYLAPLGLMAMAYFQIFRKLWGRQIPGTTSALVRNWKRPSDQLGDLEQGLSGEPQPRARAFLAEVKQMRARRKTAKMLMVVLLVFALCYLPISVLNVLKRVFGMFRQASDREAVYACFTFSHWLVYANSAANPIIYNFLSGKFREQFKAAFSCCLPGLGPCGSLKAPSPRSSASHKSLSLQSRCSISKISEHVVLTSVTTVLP
The depositor's hits bear a star; · = not tested or not shown. An unsorted share of the library; about 1.8% have a hit in one of these screens.

Screens in order: STK33 kinase inh, OX1R FRET antag
> NS(=O)(=O)c1ccc(CNC(=O)C23CC4CC(CC(C4)C2)C3)cc1
    0.7, 16
> O=C(Nc1cccc(Cl)c1)C1CC1c1ccccc1 (configuration not stated)
    -2.3, 16
> COc1ccc(OC)c(NC(=O)Nc2ccc3c(c2)CCC3)c1
    0.8, 19
> O=S(=O)(Nc1ccc(Cl)cc1)c1ccc2c(c1)CCO2
    -0.1, -3
> CC(C)c1ccc(OCC(=O)NCc2ccccc2)cc1
    -1.2, 2
> COc1ccccc1CNc1ccc(Br)cn1
    0.8, 1
> C=CCOc1ccccc1CN1CCC(Oc2cc(C(=O)NC3CC3)ccc2OC)CC1
    -0.1, ·
> N#CCOC(=O)c1sccc1-n1cccc1
    -0.5, 5
> CC(OC(=O)CCCC(=O)Nc1ccc(F)cc1)C(=O)c1ccccc1 (configuration not stated)
    -1.2, 20
> CNc1nc(C)c(C(=O)OCc2ccccc2)s1
    0.3, 12
> CCOC(=O)c1c(-c2ccc(C)cc2)csc1NC1=NS(=O)(=O)c2ccccc21
    -0.8, 11
> CC1CCCC(NC(=O)COC(=O)c2cc(S(=O)(=O)N3CCCCC3)ccc2N2CCOCC2)C1C (configuration not stated)
    -1.8, 14
> COc1c(C)cccc1C(=O)Nc1ccc(N2CCN(S(C)(=O)=O)CC2)cc1
    -4.7, 16
> CCOC(=O)N1CCC(N2CCCC(C(=O)c3ccc4cc(OC)ccc4c3)C2)CC1 (configuration not stated)
    0.5, 13
> c1ccc(C2CN3CCSC3=N2)cc1 (configuration not stated)
    -2.5, 12
> CC(=O)c1nn(-c2ccc(Cl)cc2)c(=O)[nH]c1=O
    -4.0, 12
> COc1ccc(Nc2nnc(Cc3ccc(Cl)cc3)c(=O)[nH]2)c(OC)c1
    -3.0, 18
> Cc1cc(NC(=O)c2ccccc2F)cc(C)c1OCC(=O)N1CCOCC1
    1.3, 23
> O=C1CCCN1CCC1CCN(C2CC(=O)N(c3ccc(F)cc3)C2=O)CC1 (configuration not stated)
    -0.9, 2
> CC(C)CNC(=O)NC(=O)COC(=O)c1cc([N+](=O)[O-])ccc1NCc1ccccc1Cl
    -0.2, 13
> O=C1C2CCCN2C(=O)N1CCCCN1CCN(c2ccc(F)cc2)CC1 (configuration not stated)
    0.2, 3
> CC(=O)NC1=NC(=O)/C(=C/c2cn(C(C)=O)nc2-c2ccccc2)S1
    17, 24
> COc1cc(/C=C/C(=O)OCC(=O)Nc2cc(S(=O)(=O)N(C)C)ccc2Cl)ccc1O
    -0.8, 12
> CCOC(=O)C1CCCN(S(=O)(=O)c2ccc(Br)c(OC)c2)C1 (configuration not stated)
    -0.2, 41
> O=C(NCc1ccccc1Cl)C1CCCN1C(=O)NCc1ccccc1 (configuration not stated)
    -1.2, 8
> COc1ccc(/C=C/C(=O)ONC2=NCCCCC2)cc1OC
    -1.9, 19
> CC(=O)c1c(C(C)=O)c(C)n(-c2cccc([N+](=O)[O-])c2)c1C
    ·, 21
> O=C1CCc2cc(S(=O)(=O)NC(Cc3ccccc3)C(=O)NC3CCCC3)ccc2N1 (configuration not stated)
    0.1, 19
> CC(C)(C)OC(=O)NCc1ccc(CNC(=O)c2[nH]cnc2C(=O)N[C@@H](Cc2ccccc2)C(=O)OCc2ccccc2)cc1
    -0.6, 10
> CC(=O)N(C)c1ccc(NC(=O)Nc2ccccc2C)cc1
    0.4, 7
> Cc1cc(C(F)(F)F)n(-c2nc(C(=O)Nc3cccnc3)cs2)n1
    3.7, 21
> Cc1cccc(/C=N/NC(=O)c2ccc(NC(=O)c3ccccc3Cl)cc2)n1
    -1.0, 15
> CCCC(=O)N(c1ccc(OCC)cc1)C1C=CS(=O)(=O)C1 (configuration not stated)
    -1.3, 1
> O=C1COc2ccc(S(=O)(=O)N3CCCCC3)cc2N1
    ·, 8
> O=c1cc(CO)oc(CN2CCN(c3ccccc3F)CC2)c1O
    -2.2, 17
> CC(=O)c1ccc(N2CCN(C(C)C(=O)Nc3ccc4c(c3)OCCO4)CC2)cc1 (configuration not stated)
    -1.7, 5
> O=C(c1ccccc1)N1CCN(CC#Cc2ccccc2)CC1
    2.2, 26
> COc1ccc(CCC(=O)N/N=C\c2cccs2)cc1
    2.0, 13
> CCOC(=O)c1cc(-c2ccc(C)o2)n[nH]1
    -0.8, 14
> CC(C)c1ccc(NC(=S)NCCc2c[nH]c3ccccc23)cc1
    -0.3, 19
> N#C/C(=C/c1ccc(C(=O)O)cc1)C(=O)Nc1ccccc1
    -0.9, 13
> Cn1c(SCc2cc(=O)[nH]c3ccccc23)nnc1-c1ccco1
    -1.4, 20
> O=C1c2cc(S(=O)(=O)NCCO)ccc2-c2ccc(S(=O)(=O)NCCO)cc21
    0.4, 79*
> COCCN(C(=O)c1csnn1)C(C(=O)NC1CCCCC1)c1cccs1 (configuration not stated)
    -2.1, 20
> Cc1cc(C(=O)OCC(=O)NC(C)C)c2ccccc2n1
    3.6, 22
> Cc1ccc(NC2=NCC(=O)N2c2ccc3c(c2)OCCO3)c(C)c1
    0.7, 6
> CCOC(=O)c1c(NC(=O)CSC2=NN3CCCC(=O)N=C3S2)sc2c1CCCCC2
    -1.2, 0
> C=CCNC(=O)c1cc(-c2ccc(Br)cc2)on1
    0.6, -3
> NC(=O)c1ccccc1NC(=O)COC(=O)CSCc1cccc(Cl)c1
    1.0, 10
> CC1CCN(C(=O)c2ccccc2NC(=O)Cc2ccccc2)CC1
    -4.3, 11

Shown as tab-separated lines: part of the list above
smiles	STK33 kinase inh	OX1R FRET antag
Cc1cccc(/C=N/NC(=O)c2ccc(NC(=O)c3ccccc3Cl)cc2)n1	-1.0	15
N#CCOC(=O)c1sccc1-n1cccc1	-0.5	5

(more compounds)
Screens in order: STK33 kinase inh, OX1R FRET antag
> CCC(=O)Nc1nnc(SCC(=O)Nc2cccc(Cl)c2)s1
    -0.6, -3
> CCC(NC(=O)c1ccccc1NC(=O)c1ccco1)C(=O)NNC(=O)c1ccc(OC)cc1 (configuration not stated)
    0.2, 16
> Cc1nc2sc(-c3ccccc3)nn2c(=O)c1Br
    -1.0, 5
> O=S(=O)(c1ccc(Oc2ccc(S(=O)(=O)N3CCOCC3)cc2)cc1)N1CCOCC1
    -0.3, 36
> COc1ccccc1-c1nnc2sc(-c3cnccn3)nn12
    -0.6, 38
> CCN1CCN(CC#CCOc2ccccc2OC)CC1
    -0.9, 8
> CCOC(=O)C1CCN(Cc2nnc(-c3ccccc3C)o2)CC1
    -3.5, 5
> NS(=O)(=O)c1cccc(NC(=O)COC(=O)c2cc(-c3ccc(Cl)cc3)nc3ccccc23)c1
    -1.2, 26
> O=S(=O)(Nc1ccc(-n2cnnn2)cc1)c1ccc(Cl)s1
    ·, 5
> CCCCC(CCC(=O)Nc1ccc(C(=O)OC)cc1)C(=O)O (configuration not stated)
    0.8, 12
> Cc1ccc(NC(=O)C(C)N2CCN(C)CC2)cc1S(=O)(=O)N1CCOCC1 (configuration not stated)
    -1.1, 6
> Cc1ccccc1-c1cc(=O)c2c(O)cccc2o1
    0.5, 19
> Cn1c(SCC(=O)Nc2sccc2C(N)=O)nc2ccccc2c1=O
    1.3, 25
> COC(=O)CSC1=C(C#N)C(c2ccc(F)cc2)CC(=O)N1 (configuration not stated)
    -0.9, 15
> COc1ccc(CCNC(=O)C(CC(C)C)NC(N)=O)cc1 (configuration not stated)
    -1.2, 4
> COc1ccc2oc(C(=O)Nc3nnc(C)s3)c(C)c2c1
    -0.5, 9
> CCc1ccc(C(=O)NNC(=O)CCC2CCCCC2)cc1
    -3.3, 8
> O=C(c1cnc2n(c1=O)CCS2)N1CCN(C(c2ccccc2)c2ccc(Cl)cc2)CC1 (configuration not stated)
    -0.2, 3
> CCOC(=O)NC(=O)CSc1cc(C)c2cc(C)cc(C)c2n1
    0.3, 13
> N#Cc1ccccc1OCC(=O)NC(=O)NCc1ccccc1
    1.3, 6
> N#CC1=C(N)N(c2ccccc2)C2=C(C(=O)CCC2)C1c1ccsc1 (configuration not stated)
    3.3, 12
> O=C(NCCCCc1ccccc1)C1CCCC1
    1.9, -7
> Cc1ccccc1OCC(=O)Nc1ccc2c(c1)OCO2
    -0.3, -2
> Cc1cc(C)n2cc(CSCc3ccccc3)nc2n1
    0.2, 6
> Clc1ccc2c(N/N=C/c3cccc(Br)c3)ccnc2c1
    0.5, 23
> Cc1ccc(C)c(S(=O)(=O)N2CCCOC2CNC(=O)C(=O)NCCCN2CCOCC2)c1 (configuration not stated)
    1.5, 7
> CCCN(CCC)S(=O)(=O)c1ccc(NS(=O)(=O)c2ccc(F)cc2)cc1
    -0.4, 0
> CC1(C)CC(NC(=O)c2ccc(Br)o2)CC(C)(C)N1
    -0.9, 8
> COC(=O)CSc1nc2sc3c(c2c(=O)n1-c1ccccc1)CCN(C)C3
    -1.0, 50
> Cc1c(C(=O)N2CCN(C)CC2)oc2ccc(Br)cc12
    -0.6, 11
> CSc1nnc(N2C(=O)C(O)=C(C(=O)c3ccc(C)o3)C2c2ccc(C)cc2)s1 (configuration not stated)
    1.4, -18
> Cc1c(Cl)cccc1NC(=S)N1CCN(S(=O)(=O)c2cccs2)CC1
    -0.3, -2
> CCOC(=O)CNC(=O)CSc1nccn1Cc1ccco1
    -0.8, 28
> CCOC(=O)c1c(-c2ccc(C)cc2)csc1/N=C(\C)C1=C(O)c2ccccc2C1=O
    -1.1, 9
> CCN(CC)c1ccc(NC(=O)COc2ccc(C#N)cc2)cc1S(=O)(=O)Nc1ccc(OC)cc1
    9.5, -10
> CSc1ncccc1C(=O)Nc1cc(Cl)ccc1N1CCOCC1
    -0.4, 7
> O=C1COc2ccc3ccccc3c2CN1
    -0.9, 23
> CCOc1ccc(NC(=O)CCN2CCN(S(=O)(=O)c3cc(Cl)ccc3OC)CC2)cc1
    -1.2, 12
> Cn1c(=O)c2c(nc(NCCCN3CCOCC3)n2Cc2cccc(Cl)c2)n(C)c1=O
    -0.9, 4
> CC(C)(C)n1nnnc1C(c1cccs1)N(Cc1ccccc1)Cc1cccnc1 (configuration not stated)
    0.5, 35

Exported field by field: two of the compounds above.
compound: CCOC(=O)CNC(=O)CSc1nccn1Cc1ccco1
  STK33 kinase inh = -0.8	OX1R FRET antag = 28

compound: CCOC(=O)c1c(-c2ccc(C)cc2)csc1/N=C(\C)C1=C(O)c2ccccc2C1=O
  STK33 kinase inh = -1.1	OX1R FRET antag = 9

Remaining list, next part:
Screens in order: STK33 kinase inh, OX1R FRET antag
> Cc1nc(NC(=O)/C=C/c2ccccc2)sc1C(=O)N1CCCCC1
    2.6, 17
> CCc1cccc(CC)c1-n1c(-c2cccnc2)n[nH]c1=S
    -0.5, 37
> Cc1ccc2cc(CCNC(=O)c3ccc(S(=O)(=O)N4CCCCC4)cc3)c(=O)[nH]c2c1
    -1.1, 9
> CCOC(=O)c1cc(-c2ccc(C)cc2)n(CCC(=O)NCCN(C)C)c1C
    -1.2, 10
> Nc1nnn(CC(=O)N/N=C/c2cccc(Cl)c2)n1
    1.4, 0
> COC(=O)NC1(C(F)(F)F)NC(=O)N(C2CCCCC2)C1=O (configuration not stated)
    0.5, 23
> CCN(CC)C(=O)CCSc1nnc(-c2ccco2)o1
    -1.0, 10
> COCCSc1ccccc1C(=O)Nc1ccc2c(c1)OCCO2
    -3.1, 11
> O=C(c1ccc(Cn2c(=S)[nH]c3cc4c(cc3c2=O)OCO4)cc1)N1CCN(c2ncccn2)CC1
    0.9, 24
> O=C1/C(=C\c2ccco2)SC(=S)N1c1ccc(O)cc1
    3.3, 14
> Cc1[nH]c(=O)[nH]c(=O)c1S(=O)(=O)N1CCCC(C(=O)N2CCN(c3cccc(C(F)(F)F)c3)CC2)C1 (configuration not stated)
    -1.2, 3
> O=C(c1ccccc1)N1CCN(C(=O)c2ccccc2)C1c1ccccc1
    1.0, 2
> Cc1c(Br)c([N+](=O)[O-])nn1CC(=O)Nc1ccc(Cc2ccncc2)cc1
    0.5, 31
> Cc1nc(-c2ccc(NC(=O)c3ccco3)cc2)cs1
    2.2, -3
> CCCCOc1ccc(Cc2cnc(N)nc2N)cc1
    -1.9, 6
> CC(C)Cc1cc(C(=O)NCc2ccco2)no1
    -2.5, 18
> CCOC(=O)c1c(CSc2cccs2)n(C)c2cc(Br)c(O)c(CN(C)C)c12
    -0.2, 20
> CC1CCc2nc3ccc(S(=O)(=O)N4CCC(C(=O)N5CCCCCC5)CC4)cc3c(C(=O)O)c2C1 (configuration not stated)
    -0.9, 12
> Cc1ccc(S(=O)(=O)N2CCN(Cc3nc4sc(C)c(C)c4c(=O)[nH]3)CC2)cc1
    -0.2, 10
> Cc1noc(C)c1COc1ccccc1C(=O)NCCc1ccc(S(N)(=O)=O)cc1
    0.0, 20
> O=C(Nc1nc(-c2cccnc2)cs1)c1ccc([N+](=O)[O-])cc1
    -0.2, 18
> O=C1C2C3C=CC(c4ccccc4)(C2C(=O)N1c1cccc(Cl)c1)C1C(=O)N(c2cccc(Cl)c2)C(=O)C31 (configuration not stated)
    -0.4, 7
> CCC1(C(=O)OC)NC(c2ccco2)C2C(=O)N(c3ccccc3)C(=O)C21 (configuration not stated)
    -0.7, 7
> COc1ccc(NC(=O)CCN2CCN(S(=O)(=O)c3cc(Cl)ccc3OC)CC2)cc1
    0.0, 10
> CCCCOc1ccc(C(=O)N/C(=C/C=C/c2ccccc2)C(=O)NCCO)cc1
    2.3, 2
> Cc1ccc(-n2nc(CC#N)c(C#N)c2N)cc1Cl
    -0.5, 7
> CC(C)(C)[C@@H]1C=C(C(=O)Nc2ccccc2)O[C@H](OCc2ccc(CO)cc2)C1
    -1.2, 3
> CCN(CC)S(=O)(=O)c1ccc2oc(Nc3ccc(OC)cc3OC)nc2c1
    -0.2, 39
> CC(C)N(Cc1nc(-c2ccc(Cl)cc2)no1)C(=O)CN(C)S(=O)(=O)c1ccc(Cl)cc1
    -1.6, 3
> COc1ccc(CC(=O)N2CCN=C2SCc2cccc([N+](=O)[O-])c2)cc1
    1.0, 27
> CC(C)(C)C(=O)Nc1ccc(C(=O)Nc2cc(NC(=O)c3ccc(NC(=O)C(C)(C)C)cc3)cc(C(=O)O)c2)cc1
    -1.3, 9

Screening data as filed in PubChem BioAssay.
